# a7 integrin act – activators of alpha7 integrin expression for muscular dystrophy; alpha7betagal myoblasts, beta-gal FDG fluorescence, 48 h; Potency, µM (series often up to 38.3 µM), without a hit: top-dose activation, most hits filed as activators; actives 0.064% (n = 350,000);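 note: potency is the fitted concentration of half-maximal effect; 100% = response of the positive control SU9516; nearly all actives have a fitted effect of over 60% in size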
#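 Alpha7betagal+/- myoblasts (passage 13) were plated 16-24 hr, then exposed to compounds (1:260 dilution of DMSO stock) for 48 hours at 37C. After MPER lysis, β-galactosidase reporter activity was read as FDG fluorescence (ex 480/em 540) after 30 minutes.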
# TRPV1 agonist – agonists of human vanilloid receptor 1 (TRPV1). TRPV1-expressing cells, Fluo-8 calcium influx, agonist mode. activation, % at 8.33 µM. actives 0.19% (n = 320,000); in the data active = activation above about 80%; inconclusive = between about 30% and that limit; note: 0% is about no effect
# Target sequence (Q8NER1 whole entry, looked up): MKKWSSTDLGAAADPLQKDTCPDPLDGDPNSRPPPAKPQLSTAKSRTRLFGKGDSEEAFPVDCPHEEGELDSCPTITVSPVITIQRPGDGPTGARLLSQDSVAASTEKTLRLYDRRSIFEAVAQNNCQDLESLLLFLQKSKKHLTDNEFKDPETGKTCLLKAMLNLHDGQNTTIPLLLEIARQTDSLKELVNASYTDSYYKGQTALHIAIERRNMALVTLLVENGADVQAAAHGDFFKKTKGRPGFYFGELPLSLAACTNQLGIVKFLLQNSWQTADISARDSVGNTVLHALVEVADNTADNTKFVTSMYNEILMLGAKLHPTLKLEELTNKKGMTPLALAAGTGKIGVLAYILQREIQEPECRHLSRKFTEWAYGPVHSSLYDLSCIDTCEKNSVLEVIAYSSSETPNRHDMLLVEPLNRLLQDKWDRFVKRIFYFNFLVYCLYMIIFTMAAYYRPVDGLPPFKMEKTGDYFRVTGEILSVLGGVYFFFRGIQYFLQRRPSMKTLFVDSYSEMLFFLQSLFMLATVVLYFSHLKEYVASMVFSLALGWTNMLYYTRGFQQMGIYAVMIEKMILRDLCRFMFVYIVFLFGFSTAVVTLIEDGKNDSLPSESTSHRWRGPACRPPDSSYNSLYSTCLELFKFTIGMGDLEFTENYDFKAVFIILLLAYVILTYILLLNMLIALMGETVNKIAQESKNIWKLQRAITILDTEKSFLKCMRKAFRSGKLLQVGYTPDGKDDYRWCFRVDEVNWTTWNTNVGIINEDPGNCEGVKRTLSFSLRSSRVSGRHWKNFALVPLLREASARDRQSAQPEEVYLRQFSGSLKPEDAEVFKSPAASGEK
#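 Fluo-8 calcium influx in TRPV1-expressing cells, kinetic read (ex 480/em 520 nm). Compound added and read 3 min for agonist activity, followed by capsaicin at EC20 final and 2 min further read for enhancement.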
# BRCA1 expr act – increases BRCA1 expression | actives 1.1% (n = 380,000) | AID 624202 | MCF7-BRCA1-FFLuc reporter, luminescence, 48 h; response scale: scaled: vehicle 0%, 10 µM genistein 100% | Potency, µM (doses to about 46.1 µM), for the others: top-dose activation, hits mostly activators; note: potency is the fitted concentration of half-maximal effect; nearly all actives have a fitted effect of over 80% in size; some results filed as inactive show a strong effect at the top dose
#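 Using MCF7 cells harboring a BRCA1 firefly luciferase reporter, plated 2 h before compound pinning, the screen measured luminescence after 48 h incubation. Responses were normalized to DMSO and 10 microM genistein, then fitted for concentration-effect.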
# B2AR arrestin – agonists driving beta-arrestin recruitment to human beta2-adrenergic receptor | beta-arrestin recruitment to beta2AR, cell-based reporter | P07550 | Potency, µM (top dose mostly 46.1 µM), for the others: top-dose activation, most hits filed as activators | actives 0.02% (n = 330,000);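 note: potency is the fitted concentration of half-maximal effect; 0% = DMSO controls and full agonism = EC100 isoproterenol or metaproterenol; nearly all actives have a fitted effect of over 65% in size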
# CXXC DNA block – blocks binding of human MLL CXXC domain to DNA. Q03164. MLL-CXXC / FITC-HOXA9 DNA fluorescence polarization. Potency, µM (highest dose often 115 µM), without a hit: top-dose activity change, negative = inhibition, most hits filed as inhibitors. actives 0.037% (n = 290,000); active = well fitted inhibition curve with a large enough effect in the polarisation, with a control signal flat, not every such curve was filed as active; inconclusive = small, poorly fitted or top-dose-only effect, or effect the other way, or a change in a side signal; inactive = no such curve, though single readings can be large or run the other way; the % refers to the polarisation; note: potency is the fitted concentration of half-maximal effect
#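 Steps: dispense CXXC domain solution (7 uM) → pin compounds or unlabeled HOX-A9 DNA control → 5 min ambient → add FLSN-HOX-A9 solution (50 nM) → spin → 30 min ambient → fluorescence polarization. Tris pH 7.5/NaCl/DTT/BSA buffer.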
# TCR act – T cell receptor activation; Potency, µM (series often up to 9.22 µM), for the others: top-dose activation of IL-2 secretion, most hits filed as activators; primary human leukocytes, anti-CD3, IL-2 HTRF, 48 h; 330,000 tested, under 10 active; note: % of control where 0% means no effect
#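 Activity was scored as IL-2 release from primary human leukocytes given only a TCR signal (a-CD3 beads) plus compound for 48 hr. Detection used a two-antibody HTRF format read at 665nm.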
# ELG1 repair inh – ELG1-dependent DNA repair inhibition | HEK293T ELG1-luciferase reporter, luminescence, 16 h; DNA damage induced by 5-fluorouridine | Potency, µM (titrated, usually from 46.1 µM), inactives show top-dose activity change, negative = inhibition, actives largely listed as inhibitors | actives 2.3% (n = 330,000); note: potency is the fitted concentration of half-maximal effect; % is set by controls: 0 for no effect and ±100 for the full control effect; nearly all actives have a fitted effect of over 55% in size
#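 Luminescence from the luciferase reporter, measured 30 min after ONE-Glo reagent at room temperature, was the read-out. Beforehand, 2,000 cells per well were exposed for 16 hr at 37 °C to 5-fluorouridine together with compound or vehicle.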
# p53 reactivator – re-activators of mutant p53; H1299 p53-A138V BP100-luciferase reporter, luminescence, 24 h; actives 0.063% (n = 320,000); Potency, µM (series often up to 92.2 µM), inactives show at the top dose activity change, positive = activation, actives largely listed as activators; note: potency is the fitted concentration of half-maximal effect; % of control where 0% means no effect; nearly all actives have a fitted effect of over 45% in size
#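 H1299 (p53-null), stable ts p53-A138V + BP100-Luc; 1000 cells/well, Opti-MEM/10% FBS; cpd 4 pt, 1:5; 24 h, 37 deg C, 5% CO2; detection reagent 10 min RT; luminescence.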
# AT treatment – candidate therapy for ataxia-telangiectasia. […] A-T fibroblasts, KAP-1 phosphorylation AlphaLISA; neocarzinostatin DNA damage 30 min before lysis. Potency, µM (highest dose often 57.5 µM), inactives show at the top dose activation, hits mostly activators. actives 0.19% (n = 320,000). AID 485349; note: potency is the fitted concentration of half-maximal effect; % of control where 0% means no effect; nearly all actives have a fitted effect of over 45% in size
#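 hTERT-immortalized A-T patient fibroblasts ([…]), 500 cells/well in OPTI-MEM, 1% FBS, got compounds for 60 min, then NCS for 30 min at 37C. Lysates were then assayed for phospho-KAP-1 by AlphaLISA (anti-pKAP1 donor, anti-KAP1 acceptor beads), 6 hr at 25C.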
# PTAP TSG101 blk – blocks PTAP/TSG101 interaction to inhibit HIV-1 budding; Q99816; Fluorescence polarization, FITC-PTAP peptide / Tsg101 binding; Potency, µM (titrated, usually from 115 µM), inactives show at the top dose activity change, negative = inhibition, actives largely listed as inhibitors; 340,000 tested, under 10 active; AID 493005; active = well fitted inhibition curve with a large enough effect in the main read-out, with a control signal flat, not every such curve was filed as active; inconclusive = small, poorly fitted or top-dose-only effect, or effect the other way, or a change in a side signal; inactive = no such curve, though single readings can be large or run the other way; note: potency is the fitted concentration of half-maximal effect; % of control where 0% means no effect
#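 Steps: Tsg101 binding domain dispensed (10 uM final), compounds pinned in DMSO, FITC-labeled PTAP-motif peptide added (50 nM final); after 20 min binding at room temperature, polarization measured.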
# Numbers without * were called inactive; ? = inconclusive; / = no result given; & = joins results of further samples; [ ] = remark or other dose. Unless noted, calls come from the whole dose curve; as a rule, active = well fitted curve in the direction sought with a large enough effect; inconclusive = small, poorly fitted or top-dose-only effect, or another doubt; inactive = no such curve, though single readings can be large; an effect the other way counts as inactive or inconclusive.
SMILES,a7 integrin act,TRPV1 agonist,BRCA1 expr act,B2AR arrestin,CXXC DNA block,TCR act,ELG1 repair inh,p53 reactivator,AT treatment,PTAP TSG101 blk
c1ccc(Nc2nc(N3CCCCC3)nc(N3CCCCC3)n2)cc1,-23%,3,-49%,-0.1%,3%,-2%,-25%,7%,/,0%
CC(C)(C)OC(=O)C[C@H]1C/C=C\C[C@@H](CC(=O)N[C@H](CO)Cc2ccccc2)C(=O)N2CCC[C@H]2COC1=O,-19%,/,-7%,-0.1%,/,-3%,?,0%,7%,/
Cc1ccc(/C=C/C(=O)N2CCN(c3cccc(C(F)(F)F)c3)CC2)cc1,7%,-2,-29%,-0.5%,-4%,0%[46.1 µM],11%,3%,2%,0%
O=C(NCCN1CCCCC1)Nc1ccccc1F,?,-2,-7%,0.2%,-6%,/,17%,/,-8%,-18%
C=CCNC(=O)N1CCCC(N2CCN(c3ccccc3OC)CC2)C1 (configuration not stated),-5%,2,-14%,0.0%,-1%,-16%,-3%,/,-1%,5%
O=C(Nc1cccnc1Cl)c1cccc(S(=O)(=O)N2CCOCC2)c1,8%,3,5%,0.2%,-3%,1%,1%,/,3%,-7%
COc1ccc(NC(=O)CN(c2ccc(C)cc2)S(C)(=O)=O)c(OC)c1,-12%,-1,-10%,-0.3%,-1%,1%,3%,-3%,-5%,3%
O=C(Nc1cccnc1)Nc1cccc([N+](=O)[O-])c1,3%,?,14%,0.0%,1%,-6%,-11%,/,-2%,-1%
O=C(CS(=O)(=O)c1cn(Cc2ccc(Cl)cc2)c2ccccc12)N1CCCCC1,0%,11,-7%,-0.2%,-12%,-7%,-14%,1%,0%,0%
O=C(Nc1ccccn1)c1c(O)c2cccc3c2n(c1=O)CCC3,-10%,0,-30%,0.1%,0%,-8%,?,9%,8%,-1%
COc1ccc(Cn2nnnc2C(c2ccncc2)N2CCOCC2)cc1 (configuration not stated),-9%,6,1%,0.1%,3%,3%,1%,15%,0%,-8%
c1ccc2c(-c3nnc(SCc4cn5ccccc5n4)o3)c[nH]c2c1,-3%,-3,38%,0.2%,7%,2%,0%,5%,0%,-7%
O=C(Nc1cccc(Cl)c1N1CCOCC1)c1cccnc1Cl,-6%,-4,-15%,-0.6%,-14%,1%,0%,21%,-9%,1%
Cc1cc(C)c2nc(SCc3ccc([N+](=O)[O-])cc3)nc(C)c2c1,8%,-2,-28%,-0.4%,1%,-4%,4%,2%,6%,0%
COCC(=O)N(Cc1ccc(OC)cc1)Cc1nc2ccccc2c(=O)[nH]1,11%,-3,-13%,-0.3%,-6%,-3%,0%,7%,8%,-11%
Nc1ncnc2c1ncn2[C@@H]1O[C@H](CNC(=O)[C@@H](N)COCc2ccccc2)[C@@H](O)[C@H]1O,5%,/,3%,-0.5%,/,-9%[46.1 µM],6%,1%,4%,-4%
CC(=O)N1N=C(c2ccccc2)CC1c1cccc([N+](=O)[O-])c1 (configuration not stated),-29%,23,3%,-0.3%,-7%,/,-10%,17%,-8%,1%
CCc1ccc(NC(=O)CN(c2ccc(OC)cc2)S(=O)(=O)c2c(C)[nH]c(=O)[nH]c2=O)cc1,18%,-2,2%,-0.6%,7%,-6%,8%,27%,6%,-5%
CCN(CC)CC(O)COc1ccccc1C(=O)CCc1ccccc1 (configuration not stated),1%,13,-14%,-0.4%,10%,/,-10%,4%,5%,-2%
Cc1ccc(NC(=O)CSc2nnc(CN3CCOCC3)n2C)cc1C,-14%,-4,3%,-1.9%,10%,-2%,2%,-2%,-1%,-4%
NCCCCCCNS(=O)(=O)c1cccc2c(Cl)cccc12,/,/,-12%&-14%,/,5%,2%,/,/,/,-10%
Cc1ccc([N+](=O)[O-])cc1NC(=O)Cc1ccc(F)cc1,1%,0,8%,0.2%,5%,/,19%,-1%,-1%,-3%
COc1ccc(-c2[nH]ncc2-c2cnn(-c3ccccc3)c2)c(O)c1,-14%,1,14%,-0.4%,1%,-3%,17%,0%,-5%,-5%
O=C(Nc1nc(-c2cccs2)cs1)c1ccc(Cl)s1,-19%,3,-7%,-0.8%,-7%,3%[46.1 µM],?,?,12%,-2%
COc1ccc(N(CC(=O)NC(C)C)S(=O)(=O)c2ccc(NC(C)=O)cc2)cc1,-9%,-2,-38%,-1.0%,0%,/,?,-1%,-1%,-5%

# Reformatted bar-delimited: part of the list above.
Molecule | a7 integrin act | TRPV1 agonist | BRCA1 expr act | B2AR arrestin | CXXC DNA block | TCR act | ELG1 repair inh | p53 reactivator | AT treatment | PTAP TSG101 blk
CC(C)(C)OC(=O)C[C@H]1C/C=C\C[C@@H](CC(=O)N[C@H](CO)Cc2ccccc2)C(=O)N2CCC[C@H]2COC1=O | -19% | / | -7% | -0.1% | / | -3% | ? | 0% | 7% | /
Cc1ccc(/C=C/C(=O)N2CCN(c3cccc(C(F)(F)F)c3)CC2)cc1 | 7% | -2 | -29% | -0.5% | -4% | 0%[46.1 µM] | 11% | 3% | 2% | 0%
O=C(NCCN1CCCCC1)Nc1ccccc1F | ? | -2 | -7% | 0.2% | -6% | / | 17% | / | -8% | -18%

# Remaining list, next part.
SMILES,a7 integrin act,TRPV1 agonist,BRCA1 expr act,B2AR arrestin,CXXC DNA block,TCR act,ELG1 repair inh,p53 reactivator,AT treatment,PTAP TSG101 blk
CCCc1cc(=O)n2[nH]c(NCc3c(Cl)cccc3Cl)nc2n1,-16%[7.66 µM],-1,0%,-1.2%,4%,5%,-14%,0%,-3%,-6%
Cc1cccc(-n2cnc(C(=O)NC3CCCCCC3)c2)n1,7%,-8,10µM*,-0.2%,-1%,11%,?,20%,4%,-6%
Cc1cc(/C=C(\C#N)C(=O)NC2CCCCCC2)c(C)n1C,-1%,15,26%,-0.9%,9%,-25%,26%,5%,-9%,-1%
Cc1[nH]c(=O)[nH]c(=O)c1/C=N/NC(=O)CCNC(=O)OC(C)(C)C,?,0,-13%,-0.6%,-5%,3%,-7%,-3%,5%,-10%
CCCCn1c(N)c(NCCC(C)C)c(=O)[nH]c1=O,1%,1,-24%,-2.4%,-10%,-26%[46.1 µM],-7%,3%,2%,-8%
CCOc1cc(N2CCOCC2)c(OCC)cc1NC(=O)COC(=O)/C=C/c1ccc(OC(F)F)cc1,-18%,3,0%,-1.0%,/,4%,-17%,-1%,-13%,0%
COc1ccccc1NC(=O)c1cc2ccccc2nc1C,19%,12,-7%,0.2%,-1%,0%,11%,-2%,1%,-1%
CCN(Cc1ccccc1)C(=O)Cn1c(C(C)O)nc2ccccc21 (configuration not stated),2%,-2,2%,-2.0%,-2%,4%,12%,5%,-2%,-4%
CC(=O)c1ccc(NC(=O)CCCC(=O)c2ccccc2)cc1,?,?,19%,-0.2%,15%,-10%,-9%,19%,-11%,-4%
Cc1ccc(Cl)c(OCC(=O)NC2CCN(Cc3ccccc3)CC2)c1,-30%,13,-20%,-0.6%,/,2%,-6%,3%,-14%,-2%
CC(C)c1ccc(NC(=O)CN2C(=O)NC3(CCCC3)C2=O)cc1,-33%,25,-1%,0.1%,-5%,-9%,?,-2%,-7%,-4%
CCS(=O)(=O)N1CCC(C(=O)NCc2cccnc2)CC1,10%,-2,1%,-0.2%,2%,2%,-1%,-7%,1%,-4%
COC(=O)C(C)Sc1nc2c(cnn2-c2ccc(F)cc2)c(=O)[nH]1 (configuration not stated),3%,4,6%,-0.6%,-9%,-2%,17%,-1%,6%,-6%
O=C(NCc1ccc(F)cc1)C(c1ccc(Cl)cc1)N(C(=O)c1csnn1)C1CC1 (configuration not stated),5%,0,-19%,0.1%,-1%,-14%,?,10%,3%,-4%
Cc1ccc(-c2noc(CNC(=O)c3ccc4c(c3)OCO4)n2)cc1,?,29,-19%,-1.0%,16%,4%,8%,1%,1%,-2%
Cc1cc(C(=O)COc2ncnc3sccc23)c(C)n1C1CC1,-6%,-4,8.9µM*,-0.2%,5%,-5%,?,?,-7%,-6%
Cc1ccc(NC(=O)C(C)SCc2nc3sc(C)c(C)c3c(=O)[nH]2)nc1 (configuration not stated),-4%,1,-7%,-0.4%,/,9%,-5%,-6%,10%,-3%
O=C(N/N=C\c1ccc(Oc2ccccc2)cc1)c1csnn1,3%,13,13µM*,-1.0%,-4%,0%,?,?,-1%,-2%
CCC(C(=O)NCc1ccc(F)cc1)N(CCc1ccccc1)C(=O)c1snc(C(N)=O)c1N (configuration not stated),15%,12,-37%,-0.6%,-2%,1%,-11%,2%,-1%,-11%
COc1ccc(OCCN2CCOCC2)cc1,-1%,4,6%,0.1%,-1%,4%,17%,/,2%,-3%
CCc1ccc2oc(=O)cc(CN(C)Cc3ccccc3)c2c1,-17%,?,-33%,-1.0%,0%,-4%,-7%,-3%,23%,1%
CC(C)=CCC/C(C)=C/CCC(C)NCCN1CCNCC1 (configuration not stated),/,6,/,0.3%,2%,/,1%,0%,7%,/

# Screening data as filed in PubChem.
